LMPTP block: blocks human LMPTP phosphatase; recombinant LMPTP-A, OMFP fluorogenic substrate, fluorescence intensity; inhibition, % at 20 µM; 0.22% of 360,000 active;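 active means compounds that cut the enzyme signal by at least half of the control window in the single-dose screen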;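 further: plate controls were DMSO wells with enzyme plus substrate for no effect and substrate without enzyme for full effect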
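Test system: LMPTP-A, protein tyrosine phosphatase of low molecular weight; Input: 0.625 nM enzyme; Incubation: 50 min dark incubation at room temperature; Signal: endpoint fluorescence intensity from OMFP dephosphorylation; Read-out basis: % inhibition versus control wells.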
STEP block: inhibitors of human striatal-enriched phosphatase STEP. P54829. inhibition, % at 20 µM. AID 588621. recombinant STEP, OMFP fluorogenic substrate, fluorescence. 0.25% of 360,000 active;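 active means inhibition at 20 µM, scaled per plate between control wells, above about 37%, limit read from the data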;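 further: 0% = DMSO with enzyme and substrate and 100% = substrate only without enzyme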
Target sequence (P54829 whole entry, looked up): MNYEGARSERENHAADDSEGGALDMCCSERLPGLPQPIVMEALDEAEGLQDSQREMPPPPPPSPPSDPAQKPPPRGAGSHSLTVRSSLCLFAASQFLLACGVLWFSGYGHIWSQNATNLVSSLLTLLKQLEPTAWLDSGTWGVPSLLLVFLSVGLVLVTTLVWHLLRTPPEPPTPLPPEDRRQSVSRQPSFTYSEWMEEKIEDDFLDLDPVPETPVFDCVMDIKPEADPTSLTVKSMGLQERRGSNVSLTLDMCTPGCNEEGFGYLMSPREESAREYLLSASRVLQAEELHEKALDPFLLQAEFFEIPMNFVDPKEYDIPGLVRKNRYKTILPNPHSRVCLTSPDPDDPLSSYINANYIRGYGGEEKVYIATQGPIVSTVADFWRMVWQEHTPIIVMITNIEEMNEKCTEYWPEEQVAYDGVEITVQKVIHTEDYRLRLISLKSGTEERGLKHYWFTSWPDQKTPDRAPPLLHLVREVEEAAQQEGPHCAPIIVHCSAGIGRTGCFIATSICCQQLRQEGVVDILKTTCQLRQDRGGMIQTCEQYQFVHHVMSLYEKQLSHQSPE
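Material: STEP (striatal-enriched tyrosine phosphatase) enzyme, cell-free; Compound dosing: 20 µM single dose in 1% DMSO; Technique: fluorescence read at 480 nm ex / 540 nm em; Times: reaction 20 min, ambient temperature; Medium: 50 mM Bis-Tris pH 6.0 with 2.5 mM DTT and 0.005% Tween 20; Also added: OMFP at 25 µM.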
Rpn11 block: inhibitors of human proteasome Rpn11; calls only at 20 µM; human 26S proteasome, Ub4-pepOG fluorescence polarization; 20S core pre-blocked with epoxomicin; 0.59% of 360,000 active;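 active means inhibition at 20 µM, scaled to each plate's controls, above about 33%, limit read from the data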
Target sequence (O00487 whole entry, looked up): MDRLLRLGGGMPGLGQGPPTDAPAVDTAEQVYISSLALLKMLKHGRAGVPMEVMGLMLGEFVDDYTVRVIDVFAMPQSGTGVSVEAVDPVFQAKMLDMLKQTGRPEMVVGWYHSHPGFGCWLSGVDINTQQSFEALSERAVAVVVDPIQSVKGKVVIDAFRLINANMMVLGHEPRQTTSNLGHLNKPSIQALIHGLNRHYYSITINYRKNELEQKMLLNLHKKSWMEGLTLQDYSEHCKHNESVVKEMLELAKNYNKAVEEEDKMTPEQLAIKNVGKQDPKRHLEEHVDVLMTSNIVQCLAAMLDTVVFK
SUMO1-SIM PPI: SUMO1-SIM interaction modulation; AID 602429; P63165; inhibition, % at 20 µM; SUMO1 binding to a labelled peptide, TR-FRET, 1 h; 0.33% of 360,000 active; in the data active means inhibition above about 37%
Target sequence (P63165 whole entry, looked up): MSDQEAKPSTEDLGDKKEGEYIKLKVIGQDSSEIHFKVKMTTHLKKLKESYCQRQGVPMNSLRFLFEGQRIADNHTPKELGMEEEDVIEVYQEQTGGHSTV
DNMT1 block: inhibitors of human DNMT1; P26358; DNMT1 molecular beacon, Hinp1I cleavage, fluorescence; inhibition (reported as % activation of signal), % at 10 µM; 0.83% of 360,000 active; in the data active means inhibition above about 50%
Tb MetRS inh: Trypanosoma brucei MetRS inhibition; purified T. brucei MetRS, ATP depletion, Kinase-Glo luminescence; inhibition, % at 11.9 µM; 0.4% of 360,000 active; AID 624268;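 active means inhibition above a per-plate cutoff of the control wells' mean inhibition plus 3 SD, cut at about 5.5% in these data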;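 further: 0% = DMSO wells median and 100% = median of wells with control inhibitor compound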
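technique = Kinase-Glo luminescence, ATP depletion format | system = purified MetRS (methionyl-tRNA synthetase) enzyme from Trypanosoma brucei | timing = 15 min preincubation, 2 h reaction, all 25 °C | evaluation = percent inhibition versus plate control medians | dosing = single dose, 11.9 µM final nominal, 0.9% final DMSO | also added = substrates ATP, L-methionine and bulk Escherichia coli tRNA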
NadD block: blocks S. aureus nicotinate mononucleotide adenylyltransferase. purified NadD enzyme, colorimetric absorbance read-out. inhibition, % at 20 µM. 0.78% of 360,000 active; in the data active means inhibition above about 26%; further: some compounds past the cut are filed as inactive
MLLE-PAM2 inh: blocks PAM2 peptide binding to the PABP1 MLLE domain; P11940; GST-MLLE / FITC-PAM2 fluorescence polarization; inhibition, % at 20 µM; 0.36% of 360,000 active; AID 588489; in the data active means inhibition above about 35%, passing the limit was not always enough;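 further: plate controls were DMSO wells with GST-MLLE for no effect and wells lacking GST-MLLE protein for full effect; some results filed as inactive read as strong as hits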
CSN inh: CSN deneddylation inhibition | 0.38% of 360,000 active | Purified CSN, SCF-Nedd8-OG deneddylation, fluorescence polarization | inhibition, % at 12.5 µM | Q92905 | AID 651999;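 active means pattern-corrected inhibition above about 35%, with an unprinted fluorescence ratio check between 0.5 and 1.5, limit read from the data, passing the limit was not always enough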;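 further: 0% = enzyme with substrate and 100% = substrate without enzyme; some results filed as inactive read as strong as hits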
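Assay system: purified human Csn5 enzyme expressed in HEK293T cells; Input: 0.24 nM Csn5 enzyme, final concentration; Reagent: 10 nM SCFSkp2-Nedd8OG; Compound dosing: 12.5 µM single point; Times: reaction 90 min, room temperature; Technique: fluorescence polarization readout.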
Scp1 inh: inhibitors of human Scp-1 phosphatase; Q9GZU7; Recombinant Scp1, phosphopeptide, malachite green phosphate absorbance; inhibition, % at 20 µM; 0.88% of 340,000 active;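 active means inhibition above about 50% at 20 µM, limit read from the data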;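 further: plate controls were DMSO wells with enzyme for no effect and wells lacking enzyme for full effect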
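Test system: SCP-1 catalytic domain; Buffer or medium: Acidic Tris acetate buffer with magnesium and detergent; Also added: Phosphorylated 17-residue peptide substrate; Compound: single 20 µM dose, 1% DMSO; Schedule: enzyme reaction 45 min at room temperature, colour 5 min, stabilisation 30 min; Signal: Phosphate-binding colour reagent, absorbance read at 630 nm.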
* hit, by the source's call; i = inactive; / = not tested or not shown. An unsorted share of the library, and some 3.6% of all compounds hit somewhere here.

SMILES	LMPTP block	STEP block	Rpn11 block	SUMO1-SIM PPI	DNMT1 block	Tb MetRS inh	NadD block	MLLE-PAM2 inh	CSN inh	Scp1 inh
O=C(CCC(=O)c1cccs1)NCc1ccc(F)cc1	-1.4	-3	i	-1	-1	-0.8	-7	4	1	-7
O=C(COc1ccccc1[N+](=O)[O-])N1CCCc2ccccc21	1.7	6	i	-7	-4	-0.7	-3	5	2	-18
NC(=O)C1(Nc2ccc(-c3ccc(Cl)cc3)cc2)CCCC1	1.9	-3	i	-1	-7	0.8	-2	-10	-1	-2
O=C(O)C1CCC(CNS(=O)(=O)c2ccc(Br)cc2)CC1 (stereo not drawn)	-1.5	-1	i	-1	0	0.6	-8	3	-1	-13
Cc1noc(C)c1S(=O)(=O)Nc1ccc(C#N)cc1	-0.9	-2	i	5	0	-0.4	-5	9	2	1
CCn1c(SCC(=O)NNC(=O)c2ccc(C)cc2)nnc1C(C)C	-1.2	-1	i	3	0	3.2	1	-4	7	1
CCCCC[C@@H](C)N1C[C@H](COCc2ccccc2)Oc2cc(N3CCC[C@@H]3COC)ccc2S1(=O)=O	4.9	/	/	6	/	-0.7	-6	/	0	/
CCCCOc1ccc(C(=O)NCC(=O)N2CC(C)OC(C)C2)cc1 (stereo not drawn)	-10.0	-4	i	-11	-2	-0.3	2	6	2	-9
CN1C(=O)c2ccccc2OC1(C)Cc1ccccc1 (stereo not drawn)	-6.0	4	i	-1	0	-0.7	-7	-13	-2	-3
CC(C)OP(=O)(c1ccc(N(C)C)cc1)C(O)c1ccc(C(C)C)cc1 (stereo not drawn)	1.9	-1	i	-3	0	-0.6	-4	3	-2	-7
CCc1ccc(NS(=O)(=O)c2cccc3nonc23)cc1	-0.6	4	i	-11	-6	-0.2	-5	-20	1	-9
COc1cccc(C(=O)OCC(=O)NCCC2=CCCCC2)c1	-0.2	-4	i	3	6	0.1	-1	-2	4	-5
O=C(NN1CCN(Cc2ccccc2Cl)CC1)c1ccc(Cl)cc1	-2.5	-1	i	2	-3	0.7	-6	-5	-9	-6
CCOC(=O)c1ccc(N2C(=O)CC(NC3CCN(C(=O)c4ccc(F)cc4)CC3)C2=O)cc1 (stereo not drawn)	-0.8	-4	i	-1	-4	-0.3	3	-6	4	-1
CCOc1cccc2c1OC1(C)CC2NC(=O)N1c1ccc(OC)cc1 (stereo not drawn)	0.3	-3	i	1	24	-0.9	-4	12	-4	-9
C=CCNC(=O)c1cccc(NS(=O)(=O)c2ccc(Cl)cc2)c1	-0.8	1	i	2	1	2.4	-8	10	-2	2
CCCCCc1ccc(C2=NNC(=O)CC2)cc1	-0.1	0	i	8	6	-0.5	-3	-12	2	-2
NS(=O)(=O)c1ccc(NC(=O)CSc2nnc(COc3ccccc3Cl)n2C2CC2)cc1	-0.1	-5	i	0	-1	-2.1	14	-19	6	4
CC(C)(C)C(=O)OC/C(N)=N/OC(=O)c1ccccc1	-1.1	0	i	0	-1	0.1	1	2	0	4
CC(=O)c1sc(NC(=O)C2COc3ccccc3O2)nc1C (stereo not drawn)	0.1	-3	i	-13	5	-0.8	-3	0	-4	6

Looked up above:
NS(=O)(=O)c1ccc(NC(=O)CSc2nnc(COc3ccccc3Cl)n2C2CC2)cc1 | NadD block = 14
CC(C)(C)C(=O)OC/C(N)=N/OC(=O)c1ccccc1 | DNMT1 block = -1
CCOc1cccc2c1OC1(C)CC2NC(=O)N1c1ccc(OC)cc1 (stereo not drawn) | CSN inh = -4

3 compounds already listed, sorted by the value under MLLE-PAM2 inh, high to low:
SMILES	LMPTP block	STEP block	Rpn11 block	SUMO1-SIM PPI	DNMT1 block	Tb MetRS inh	NadD block	MLLE-PAM2 inh	CSN inh	Scp1 inh
CCCCOc1ccc(C(=O)NCC(=O)N2CC(C)OC(C)C2)cc1 (stereo not drawn)	-10.0	-4	i	-11	-2	-0.3	2	6	2	-9
O=C(NN1CCN(Cc2ccccc2Cl)CC1)c1ccc(Cl)cc1	-2.5	-1	i	2	-3	0.7	-6	-5	-9	-6
NS(=O)(=O)c1ccc(NC(=O)CSc2nnc(COc3ccccc3Cl)n2C2CC2)cc1	-0.1	-5	i	0	-1	-2.1	14	-19	6	4

Next structures:
SMILES	LMPTP block	STEP block	Rpn11 block	SUMO1-SIM PPI	DNMT1 block	Tb MetRS inh	NadD block	MLLE-PAM2 inh	CSN inh	Scp1 inh
CN1C(=O)NC(c2ccccc2)C2=C1CN(c1cccc(C(F)(F)F)c1)C2=O (stereo not drawn)	-1.5	-1	i	-2	-4	-0.9	-3	8	3	5
O=C(CCCN1C(=O)/C(=C/c2cccs2)SC1=S)Nc1cccc(C(=O)O)c1	0.8	13	i	-14	2	-0.4	4	14	3	-5
Cc1ccc(S(=O)(=O)NCC(c2ccc3c(c2)OCO3)N2CCOCC2)cc1 (stereo not drawn)	0.4	0	i	4	-1	-0.5	-2	-4	-1	-3
Cc1ccc(N2CCN(C(=O)C3CCC(=O)N(Cc4ccc(Cl)cc4)C3)CC2)c(C)c1 (stereo not drawn)	0.6	-1	i	7	-2	-0.5	1	3	5	1
Cc1cc(NC(=O)Nc2ccc(F)cc2F)n(C)n1	-1.9	0	i	-2	-3	0.1	7	2	-4	-5
OC(CN1CCN(c2cccc(Cl)c2)CC1)c1ccccc1 (stereo not drawn)	0.2	1	i	1	0	-0.7	-6	-1	0	-4
O=C(CSCc1cnn(-c2ccccc2)c1-n1cccc1)NCc1ccc2c(c1)OCO2	-0.2	-6	i	-3	-2	0.3	-3	-3	5	-11
CCCCN(C(=O)CSc1nnc2ccccn12)c1c(N)n(Cc2ccccc2)c(=O)[nH]c1=O	-0.9	-2	i	-2	7	-0.1	1	14	2	-1
CC(C)CCN1C(=O)CSCC1(C)C(=O)Nc1ccc2c(c1)OCCO2 (stereo not drawn)	-0.6	/	/	-1	/	-0.5	/	/	-2	/
Cc1noc(C)c1COc1ccc(C(=O)N2CCN(S(=O)(=O)c3ccc(Cl)cc3)CC2)cc1	-0.5	3	i	4	7	-0.3	3	3	-3	-5
COc1ccc(C(=O)N/N=C/c2sc(=O)n(Cc3cccc(C(=O)O)c3)c2Cl)cc1	-0.7	6	i	-12	-9	-0.3	-2	-76	4	-1
Cc1oc(-c2ccccc2F)nc1CN1CCC(C(=O)NCCC2=CCCCC2)CC1	-0.4	-1	i	0	-8	-1.0	-5	5	5	-2
Cc1nc(NCC2CCCO2)[nH]c(=O)c1CCC(C)C (stereo not drawn)	-0.6	0	i	0	1	-0.2	-2	-2	2	0
N#CCC(=O)Nc1ccc(C(=O)OCC(=O)NNC(=O)c2ccc(Cl)cc2)cc1	5.7	-2	i	31	-11	-0.3	5	-63	30	9
CC(C)CNC(=O)CSc1nc(-c2cccs2)cc(C(F)(F)F)n1	-1.0	0	i	-10	1	-1.2	-9	0	-2	-7
On1c(-c2ccccc2)nc2ccc(Cl)cc21	-0.4	-3	i	0	-3	1.1	8	2	2	-2
CN(C)S(=O)(=O)c1cccc(COC(=O)C2=COCCO2)c1	-1.8	-3	i	0	1	-0.4	-1	8	1	3
COc1ccc(S(=O)(=O)N2CCCC(C(=O)NCCc3ccccc3)C2)cc1 (stereo not drawn)	-0.8	2	i	0	-1	0.3	2	-5	-1	0
Cc1cc(C)cc(NC(=O)CCn2ccnc2C)c1	0.6	-6	i	0	2	-1.6	1	-2	6	-8
COc1ccc(C2=NOC(C(=O)NCc3ccco3)C2)cc1OC (stereo not drawn)	0.8	0	i	3	1	0.4	-6	-7	-2	-3
CC1(C(=O)Nc2ccc3c(c2)OCCO3)CCC(=O)N1CCOc1ccccc1 (stereo not drawn)	-0.7	-1	i	-3	3	-0.7	-5	-6	-6	/
CSc1nc(N(C)NC(=O)c2ccccc2)c2ccccc2n1	-0.8	-2	i	0	5	-0.6	-4	1	0	7
CC(C)CNC(=O)c1noc2c1CCCC2	-1.1	0	i	1	0	-0.3	0	0	-2	-9
CN(C)/C=C/C(=O)/C=C/c1ccc(Cl)cc1Cl	-0.1	2	i	-7	3	0.5	3	9	4	-5
Cc1ccc(C(=O)NCc2ccccc2F)cc1S(=O)(=O)N1CCCC1	0.1	0	i	1	2	-0.5	-4	-5	-3	0
O=C(CSc1nc2ccccc2c(=O)n1-c1ccccc1Cl)NC1CCS(=O)(=O)C1 (stereo not drawn)	-1.5	2	i	-3	3	-0.1	-9	4	0	-3
CCC(=O)N(Cc1ccccc1)c1ccccn1	-1.4	-1	i	1	4	-0.3	-1	3	2	-18
O=C(NCCNC(=O)c1ccc(Cl)cc1Cl)c1ccco1	-0.6	-1	i	-1	2	0.4	-2	8	-3	-1
CCS(=O)(=O)N1CCN(C(=O)c2cc(OC)cc(OC)c2)CC1	-2.3	-2	i	-2	1	-0.9	-3	-2	-2	1
COc1cccc(NC(=O)CNC(=O)c2ccc([N+](=O)[O-])cc2)c1	-1.6	-3	i	-25	1	-0.2	-2	0	-1	-7
CCc1nnc(NC(=O)Cc2ccc(OCc3c(C)noc3C)cc2)s1	3.3	0	i	-2	6	-0.3	2	9	1	3
CC(=O)N1c2c(cc(Br)cc2S(=O)(=O)N2CCN(c3ccccn3)CC2)CC1C (stereo not drawn)	-0.1	0	i	2	-4	-0.3	1	-8	2	3
O=C(CC12CC3CC(CC(Br)(C3)C1)C2)NC1CCCC1	-1.8	0	i	0	-2	-0.6	-4	14	-2	2
Cc1c(Cl)cccc1NC(=O)CSc1nnc(C)n1-c1ccccc1	-0.9	-1	i	2	-2	-0.4	-2	-3	1	15
CCN(CC)CCNCc1cc(Cl)c(OCC(=O)Nc2ccccc2)c(OC)c1	-3.6	1	i	2	1	-0.5	-9	1	5	-5
CN1CCN(C2=NC(=O)/C(=C/c3cn[nH]c3-c3ccccc3)S2)CC1	3.6	1	i	-35	-2	0.4	2	8	-2	-8
CCc1nc2c(OCc3ccccc3)cccn2c1N(C)C(C)=O	-0.1	1	i	-1	4	-0.5	-2	-3	-9	/
O=C(O)c1cc(S(=O)(=O)NCC2CCCO2)ccc1Cl (stereo not drawn)	-2.2	-1	i	-4	3	-0.8	-2	-5	-1	4
CN(Cc1ccco1)C(=O)Cn1nc(-c2ccc(Cl)cc2)ccc1=O	0.9	0	i	-20	3	-0.3	-2	-1	3	3

From PubChem BioAssay
